Bioassay records deposited in PubChem by National Center for Advancing Translational Sciences (NCATS).
Tb PYK inh: blocks Trypanosoma brucei pyruvate kinase | Q57TT1 | TbPYK enzyme, Kinase-Glo Plus ATP luminescence, 45 min | Potency, µM (titrated, usually from 76.8 µM), inactives show at the top dose activity, negative = inhibition, hits mostly inhibitors | 0.12% of 410,000 active | AID 624173; active = well fitted inhibition curve with a large enough effect; inconclusive = small, poorly fitted or top-dose-only effect; also: nearly all actives have a fitted effect of over 50% in size
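Assay buffer: 50 mM TEA pH 7.2, 100 mM KCl, 10 mM MgCl2, 0.05% BSA, 0.01% Tween-20. Pyruvate kinase from T. brucei plus substrate met compound, then ADP (130 uM final). Luminescence was read post 45 min RT.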
An asterisk follows results filed as active; ? = inconclusive; [ ] = remark or other dose. % is scaled to controls: 0 for no effect and ±100 for the full control effect; potency is read from the fitted curve at half-maximal effect. This is a subset; the hit share may differ from the screen's.

The first seven records as a preview:
SMILES | Tb PYK inh
Cc1c(P(=S)(c2ccccc2)c2ccccc2)[n+]2ccccc2n1C/C=C/c1ccccc1 | 4%
CCCCCCCCN1C(=O)[C@H](CC(=O)NCCCC)C[C@@]2(C(=O)OCC)CCCC=C12 | -14%
CCOc1ccccc1NC(=O)C1CCCN1S(=O)(=O)c1ccc2nc(-c3ccccc3)[nH]c2c1 (stereo unspecified) | -2%
O=S(=O)(c1ccc(C2CCCCC2)cc1)N1CCN(c2ccc(Cl)c(Cl)c2)CC1 | 1%
CCN1CCN(c2ccc(NC(=O)CC3OC(=O)c4ccccc43)cc2C)CC1 (stereo unspecified) | -3%
CCN(C(=O)CSc1nc2n[nH]c(C)c2c(=N)n1-c1cccc(OC)c1)c1cccc(C)c1 | -1%
CCOc1ccccc1CNC(=O)c1cc2c(=O)n(Cc3ccco3)ccc2nc1C | -14%

The list itself, from the first entry:
SMILES | Tb PYK inh
Cc1c(P(=S)(c2ccccc2)c2ccccc2)[n+]2ccccc2n1C/C=C/c1ccccc1 | 4%
CCCCCCCCN1C(=O)[C@H](CC(=O)NCCCC)C[C@@]2(C(=O)OCC)CCCC=C12 | -14%
CCOc1ccccc1NC(=O)C1CCCN1S(=O)(=O)c1ccc2nc(-c3ccccc3)[nH]c2c1 (stereo unspecified) | -2%
O=S(=O)(c1ccc(C2CCCCC2)cc1)N1CCN(c2ccc(Cl)c(Cl)c2)CC1 | 1%
CCN1CCN(c2ccc(NC(=O)CC3OC(=O)c4ccccc43)cc2C)CC1 (stereo unspecified) | -3%
CCN(C(=O)CSc1nc2n[nH]c(C)c2c(=N)n1-c1cccc(OC)c1)c1cccc(C)c1 | -1%
CCOc1ccccc1CNC(=O)c1cc2c(=O)n(Cc3ccco3)ccc2nc1C | -14%
CC1=C(C(=O)Nc2ccccc2)C(c2cccc(Cl)c2)n2nc(SCC(=O)c3ccc(C)cc3)nc2N1 (stereo unspecified) | -1%
COc1ccc(C2C(C(=O)Nc3ccc(Cl)cc3)=C(C)Nc3nc(SCc4cccc(C)c4)nn32)cc1OC (stereo unspecified) | -13%
CCOc1ccc(-c2cc(C(=O)NCc3ccccc3Cl)c3ccccc3n2)cc1 | 0%

Fetched by compound from the list above:
SMILES | Tb PYK inh
CC1=C(C(=O)Nc2ccccc2)C(c2cccc(Cl)c2)n2nc(SCC(=O)c3ccc(C)cc3)nc2N1 (stereo unspecified) | -1%
CCOc1ccccc1NC(=O)C1CCCN1S(=O)(=O)c1ccc2nc(-c3ccccc3)[nH]c2c1 (stereo unspecified) | -2%
Cc1c(P(=S)(c2ccccc2)c2ccccc2)[n+]2ccccc2n1C/C=C/c1ccccc1 | 4%
CCOc1ccc(-c2cc(C(=O)NCc3ccccc3Cl)c3ccccc3n2)cc1 | 0%

Following part
SMILES | Tb PYK inh
COCCNC(=O)C1CCCN(C(=O)c2ccc(SC(F)(F)F)cc2)CC1 (stereo unspecified) | -8%
CCC1CCCCN1C(=O)c1c[nH]c2ccc(S(=O)(=O)Nc3cccc(OC)c3)cc2c1=O (stereo unspecified) | -2%
Cc1cc(C)c(NC(=O)C2CCN(C(=O)N3CCOc4ccccc43)CC2)c(C)c1 | 1%
O=C(CN1C(=O)COc2ccc(S(=O)(=O)N3CCCC3)cc21)N1CCN(c2ccc(F)cc2)CC1 | 6%
Cc1ccc(Oc2nc3ccccn3c(=O)c2/C=C(\C#N)c2nc3ccccc3s2)c(C)c1 | ?
C[C@H]1CNC(=O)c2c(C(=O)N[C@@H](Cc3c[nH]c4ccccc34)C(=O)OC(C)(C)C)ncn21 | -1%
COc1ccc(CCNC(=O)Cn2c(=O)n(-c3ccc(C)c(C)c3)c(=O)c3c(C)c(C)sc32)cc1OC | -9%
Cc1cc(-c2nnn(CCCOC(C)(C)C)c2C)ccc1-c1cn(CCCOC(C)(C)C)nn1 | -1%
COC(=O)c1sccc1S(=O)(=O)N1CCN(c2cccc(C)c2)C(C)C1 (stereo unspecified) | 0%
O=C(NCc1cccc(F)c1)c1ccc(NC(=O)c2nsc3ccccc23)cc1 | -6%
COc1ccc(NC(=O)CSc2nc3cc(OC)c(OC)cc3c3nc(-c4ccccc4)nn23)cc1Cl | -3%
COC(=O)c1scc(-c2ccc(C)cc2)c1S(=O)(=O)Nc1ccc(N(C)C)cc1 | 0%
COc1ccc(OCC(=O)OCc2cc(=O)n3nc(-c4cccs4)sc3n2)cc1 | -10%
COc1cccc(/C=C2\SC(=S)N(CCCC(=O)N3CCOCC3)C2=O)c1 | 2%
Cc1nn(-c2ccccc2)c(OC(=O)c2ccccc2F)c1S(=O)(=O)c1ccccc1 | -5%
COc1cccc(CCNC(=O)c2c(O)nc3c(C)cccn3c2=O)c1 | 1%
Cc1ccc(Cl)cc1NC(=O)C(=O)NCCc1sc(-c2ccc(F)cc2)nc1C | 5%
Cc1cccc(Cn2cc(S(=O)(=O)c3cccc(C)c3)c(=O)c3cc(F)c(N4CCOCC4)cc32)c1 | -4%
O=C(c1ccc2c(c1)CCN2S(=O)(=O)c1ccc(Cl)cc1)N1CCN(c2ccc(F)cc2)CC1 | 2%
CO[C@@]1(NC(=O)CSC[C@@H](N)C(=O)O)C(=O)N2C(C(=O)O)=C(CSc3nnnn3C)CS[C@@H]21 | -1%
CC1(Cc2ccccc2Cl)C(=O)Nc2c(Cl)cccc21 (stereo unspecified) | 2%
O=C(NCc1cccnc1)c1cc(C2CCCN(S(=O)(=O)c3cccc4cccnc34)C2)on1 (stereo unspecified) | 6%
O=C(CSc1nc2ccccc2c(=O)n1-c1ccc(F)cc1F)NC1CCS(=O)(=O)C1 (stereo unspecified) | -1%
CC1=C(C(=O)Nc2ccc(C)cc2C)C(c2cccs2)n2nc(SCc3ccccc3Cl)nc2N1 (stereo unspecified) | -3%
Cc1cc(C)c2c(=O)n3c(nc2c1)C(Cc1ccccc1)NC(=O)c1cccnc1-3 (stereo unspecified) | 2%
CSc1ncnc2c1ncn2CCCNCc1ccccn1 | 3%
C[C@H](CO)N1C[C@H](C)[C@@H](CN(C)C(=O)Oc2ccc3ccccc3c2)OCc2cnnn2CCCC1=O | -3%
CCOc1ccccc1C(=O)N1CCCCC1CCN1CCOCC1 (stereo unspecified) | 21%
CCOC(=O)N(C)c1c(CC)nc2c(OCc3ccccc3C(=O)OC)cccn12 | -12%
CCCC(=O)N1CCC1(C)C(=O)NS(=O)(=O)c1ccc(C(C)(C)C)cc1 (stereo unspecified) | 0%
CCCS(=O)(=O)NC(=O)C1(C)CCCN(C(=O)c2ccc(C(F)(F)F)cc2)C1 (stereo unspecified) | 0%
CC1(C(=O)Nc2cccc3cccnc23)CCN1Cc1cccc2c1OCO2 (stereo unspecified) | 3%
CC(C)C1C(=O)N(Cc2cn(CC3CCCCC3)nn2)CCS(=O)(=O)N1Cc1ccc(-c2ccc(Cl)cc2)cc1 (stereo unspecified) | -9%
CCN(CC)c1ccc(NC(=O)c2cc3c(=O)n4cccc(C)c4nc3n2C)c(C)c1 | -4%
CCOc1ccc(CNS(=O)(=O)c2ccc3c(c2)CCCN3C(C)=O)cc1OC | -8%
COc1nc(-c2ccccc2)ccc1-c1noc(-c2ccccc2Br)n1 | -3%
CCOc1ccc(CCNC(=O)c2sc3ncccc3c2-n2c(C)ccc2C)cc1 | 2%
CCc1nc2c(OCc3ccc(OC)cc3)cccn2c1N(C)C(=O)c1ccc(OC)cc1 | -3%
Cc1cccc2c1-c1sc(C(=O)NCCCN3CCN(c4ccccc4F)CC3)cc1CO2 | 2%
CCc1ccc2ncc3c(-c4ccccc4)nn(-c4ccccc4)c3c2c1 | 6%
CSc1ccc(-c2nc3ccc(C)cn3c2Nc2ccccc2C)cc1 | -8%
CCc1ccccc1NC(=O)c1ccc(Cn2nc(N3CCN(c4ccccc4)CC3)ccc2=O)o1 | -8%
Cc1ccc(-c2cc(C(=O)NC(C)c3ccccc3)c3ccccc3n2)cc1C (stereo unspecified) | -2%
COc1cc(C=NNc2ccccc2[N+](=O)[O-])cc(OC)c1OC | -1%
CN(Cc1ccccc1)C(=O)[C@@H]1CCCN1C(=O)[C@@H]1CCCN1C(=O)OC(C)(C)C | 9%
CN1CCN(c2ncc3nc(-c4cc(F)cc(F)c4)c(=O)n(-c4ccccc4)c3n2)CC1 | -7%
CN(CC(=O)Nc1cccc(C(F)(F)F)c1)S(=O)(=O)c1cccs1 | -6%
CCOC(=O)Cn1c(=O)n(C2CCCCC2)c2nc(-c3ccc(OCC)cc3)nc(C(N)=O)c21 | -2%
Cc1cc(C(=O)N2CCN(c3ncccn3)CC2)sc1-c1ccccc1 | ?
CCOC(=O)c1cccc(NC(=O)c2cc3cc4ccc(C)cc4nc3s2)c1 | 2%

Remaining list, next part
SMILES | Tb PYK inh
CC(C)c1cccc(-c2csc(C(C)(O)c3ccncc3)n2)c1 (stereo unspecified) | 2%
Cc1ccc(C)c(CN2C(=O)c3ccccc3S(=O)c3ccc(C(=O)N4CCC(C)CC4)cc32)c1 (stereo unspecified) | -4%
O=C(CC1N=C2c3ccccc3N=C(SCc3cccc(Cl)c3)N2C1=O)NCCc1ccccc1 (stereo unspecified) | 5%
Cn1c(=O)c(=O)n(C)c2cc(NC(=O)c3cccc(F)c3)c(Cl)cc21 | 2%
CC1(C(=O)NS(=O)(=O)C2CC2)CCCN(C(=O)C2(c3ccc(Cl)cc3)CCCC2)C1 (stereo unspecified) | -6%
COc1cc(OC)c(NC(=O)N2CCC(CN3CCCC3)CC2)cc1Cl | -4%
O=C(C1CCC(Cn2c(=O)c3sccc3n(Cc3ccc(F)cc3)c2=O)CC1)N1CCOCC1 (stereo unspecified) | -10%
CCOC(=O)CNC(=O)N1Cc2cc(N3CCCCC3)ccc2-n2nncc2C1 | 2%
Cc1cc(C)c(NC(=O)CCn2c(=O)c3cccn3c3ccccc32)c(C)c1 | 1%
CCNC(=O)C1CCCN(c2nn3cc(-c4ccc(C)cc4)nc3s2)C1 (stereo unspecified) | 0%[15.4 µM]
Cc1ccc(-n2ncc(C(=O)NCCN3CCCC3)c2C2CCN(C(=O)OC(C)(C)C)CC2)cc1C | 2%[15.4 µM]
CCCN(C)C[C@@H]1OCCCC[C@@H](C)Oc2ccc(NC(=O)c3ccccc3)cc2C(=O)N([C@H](C)CO)C[C@@H]1C | 1%
CNC(=O)c1cc2n(n1)CCCN(Cc1ccc(F)cc1)C2=O | 2%
COc1ccc(C)cc1NC(=O)c1cc(S(=O)(=O)NC2CCCCCC2)ccc1F | 0%
CSCCC(c1nnnn1Cc1ccccc1)N1CCC(n2c(=O)[nH]c3ccccc32)CC1 (stereo unspecified) | 3%
CC1CN=C(NS(=O)(=O)c2ccccc2)N1 (stereo unspecified) | -5%
CCOc1ccc(CCNC(=O)c2ccc3c(c2)nc2n3CCOC2)cc1OCC | -2%
CCc1cnc2c(c1SCc1c(F)cccc1Cl)c(=O)n(C)c(=O)n2C | -3%
CC1CCN(S(=O)(=O)N2CCC(C(=O)NC(C)c3ccccc3)CC2)CC1 (stereo unspecified) | -3%
CCCSCCCNC(=O)C1CCN(c2nc3ccccc3nc2C(F)(F)F)CC1 | -3%

Reformatted: entries from further up
SMILES	Tb PYK inh
CSCCC(c1nnnn1Cc1ccccc1)N1CCC(n2c(=O)[nH]c3ccccc32)CC1 (stereo unspecified)	3%
CC1CN=C(NS(=O)(=O)c2ccccc2)N1 (stereo unspecified)	-5%
CCOc1ccc(CCNC(=O)c2ccc3c(c2)nc2n3CCOC2)cc1OCC	-2%
CCc1cnc2c(c1SCc1c(F)cccc1Cl)c(=O)n(C)c(=O)n2C	-3%
CC1CCN(S(=O)(=O)N2CCC(C(=O)NC(C)c3ccccc3)CC2)CC1 (stereo unspecified)	-3%
CCCSCCCNC(=O)C1CCN(c2nc3ccccc3nc2C(F)(F)F)CC1	-3%

Additional entries
SMILES | Tb PYK inh
COc1cc(O)c2c(c1)/C=C/C[C@H](O)[C@H](O)C(=O)CCC[C@H](C)OC2=O | -6%
COc1ccc(Br)c2c1-c1nc(NC(=O)c3ccc(F)cc3)sc1C2 | -7%
O=c1c2cc3c(cc2n(Cc2ccc(F)cc2)c(=O)n1Cc1nc(-c2ccccc2)no1)OCO3 | -3%
COCOCCn1cc(CN2CCS(=O)(=O)N(Cc3ccc(-c4cccc(N(C)C)c4)cc3)C(C(C)C)C2=O)nn1 (stereo unspecified) | 1%
COc1ccc(Cn2ccc3nc(C)c(C(=O)Nc4ccc(OC)c(OC)c4)cc3c2=O)cc1 | 9%
CC1=C(c2ccc(C(C)C)cc2)S(=O)(=O)N=C1N1CCC(C(=O)NCc2ccco2)CC1 | -4%
Cc1ccc(CCNC(=O)C2CCCN(c3nnc(C)c4c(C)n(-c5ccccc5)nc34)C2)cc1 (stereo unspecified) | -8%
CC(=O)NC(c1cccc(F)c1)c1nc(-c2cnc3ccccc3c2)cs1 (stereo unspecified) | 3%
O=C(Cc1ccc(F)cc1)Nc1nnc2n1CCS2 | -4%
COc1ccc(OCC(=O)Nc2nnc3n2CCS3)cc1 | -4%
COc1cc(NC(=O)CCS(=O)(=O)c2ccc3c(c2)CC(=O)N3C)cc(OC)c1OC | 2%
CCC(Nc1ccc(-c2nc(-c3ccccn3)no2)cc1[N+](=O)[O-])c1ccccc1 (stereo unspecified) | 0%
COc1ccc(NC(=O)c2c(NCc3cccc(OC)c3)sc3c2CCCC3)cc1 | -21%
CC(=O)Nc1ccc(NC(=O)C2Cc3c(-c4cccc(C(C)=O)c4)ccnc3O2)cc1 (stereo unspecified) | -13%
CCNC(=O)N(C)[C@H]1C[C@H]2c3[nH]c4ccccc4c3CCN2C[C@H]1[C@H](C)O | -1%
CC(C)Oc1cc(F)ccc1-c1cc(C(=O)NCCc2ccncc2)[nH]n1 | 0%
CC1C(=O)N(Cc2cn(Cc3ccco3)nn2)CCS(=O)(=O)N1Cc1ccc(-c2ccc(Cl)cc2)cc1 (stereo unspecified) | -7%
CCOc1ccccc1OCCCC(=O)Nc1cc(S(=O)(=O)N2CCCCC2)ccc1C | 6%
